Sm TGR block = inhibitors of Schistosoma mansoni thioredoxin glutathione reductase; Q962Y6; purified TGR, DTNB reduction, TNB absorbance 405 nm; Potency, µM (doses to about 114 µM), without a hit: at the highest dose activity change, negative = inhibition, actives largely listed as inhibitors; 360,000 tested, 3% active; AID 485364; also: potency is read from the fitted curve at half-maximal effect; % is scaled to controls: 0 for no effect and ±100 for the full control effect; nearly all actives have a fitted effect of over 60% in size
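TGR 20 nM + NADPH 100 uM (dispensed conc.), cpd preinc 15 min RT; start with NADPH (500 uM addition) then DTNB (15 mM addition). Kinetic TNB absorbance, 405 nm filter. Four-parameter Hill fit across titration.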
Pf growth 48h = P. falciparum growth inhibition at 48 hours (one generation); P. falciparum luciferase growth in erythrocytes, 48 h; Potency, µM (highest dose often 28.7 µM), without a hit: top-dose activity change, negative = inhibition, most hits filed as inhibitors; 310,000 tested, 5.9% active; also: potency is read from the fitted curve at half-maximal effect; % is scaled to controls: 0 for no effect and ±100 for the full control effect
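Read-out is firefly luciferase luminescence from an integrated reporter in P. falciparum, so falling signal marks reduced parasite growth. Infected erythrocytes were at 2% hematocrit and 0.1% parasitemia (final) in Albumax-supplemented RPMI 1640.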
Shiga inhibitor = blocks Shiga toxin action in Vero cells; 290,000 tested, 9.2% active; Vero cells, Shiga toxin protein synthesis inhibition reporter; inhibition, % at 38.7 µM; in the data active = inhibition mostly above about 28%, no sharp cut-off; inactive = mostly below about 43%; also: 0% is about no effect
FBPA Giardia inh = blocks Giardia fructose-bisphosphate aldolase activity; A8B2U2; purified Giardia FBPA; Potency, µM (doses to about 59.6 µM), for the others: top-dose activity, negative = inhibition, hits mostly inhibitors; 290,000 tested, 0.71% active; AID 2451; also: potency is read from the fitted curve at half-maximal effect; % is scaled to controls: 0 for no effect and ±100 for the full control effect; nearly all actives have a fitted effect of over 55% in size
Target sequence (A8B2U2 whole entry, looked up): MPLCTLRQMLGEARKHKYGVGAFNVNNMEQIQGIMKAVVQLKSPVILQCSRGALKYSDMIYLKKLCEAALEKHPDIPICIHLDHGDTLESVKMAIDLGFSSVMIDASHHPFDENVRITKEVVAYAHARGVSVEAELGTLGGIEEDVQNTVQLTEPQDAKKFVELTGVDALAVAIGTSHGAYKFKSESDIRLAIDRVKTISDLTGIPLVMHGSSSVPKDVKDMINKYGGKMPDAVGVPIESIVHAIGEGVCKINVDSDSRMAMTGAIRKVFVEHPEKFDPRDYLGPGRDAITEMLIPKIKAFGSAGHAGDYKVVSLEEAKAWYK
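Giardia FBPA (40 nM reagent) was preincubated 10 min at RT with compound (up to 57.5 uM final), then substrate plus GAPDH/TPI/NAD/arsenate coupling system with diaphorase/resazurin was added; resorufin fluorescence (525/598 nm) was read after 20 min.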
Pf growth 96h = inhibits malaria parasite growth, 96 h | P. falciparum luciferase reporter growth, 96 h | Potency, µM (titrated, usually from 28.7 µM), without a hit: at the highest dose activity change, negative = inhibition, actives largely listed as inhibitors | AID 504834 | 320,000 tested, 6.9% active; also: potency is read from the fitted curve at half-maximal effect; % is scaled to controls: 0 for no effect and ±100 for the full control effect
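Two-generation exposure (96 h) targets delayed-death phenotype. Reporter parasites carrying integrated firefly luciferase, in red cells at 2% hematocrit and 0.05% parasitemia final, kept at 37 C, 5% CO2; luminescence loss indicates inhibition.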
Cycloheximide cs = counter-screen hit for Shiga toxin inhibitors, cycloheximide | max response, % | cell reporter, cycloheximide protein synthesis inhibition counterscreen | 300,000 tested, 12% active; in the data active = max response mostly above about 13%, no sharp cut-off; inactive = mostly below about 14%; also: read at 38.3 µM for the half of the compounds with a filed dose; 0% is about no effect
The depositor's hits bear a star; u = inconclusive; x = no result given; & = joins results of further samples; [ ] = dose if it differs, or a comment. Unless noted, calls follow the shape of the dose curve; as a rule, active = well fitted curve in the direction sought with a large enough effect; inconclusive = small, poorly fitted or top-dose-only effect, or another doubt; inactive = no such curve, though single readings can be large; an effect the other way counts as inactive or inconclusive. Rows are unselected. Share with any hit: about 24%.

Compound,Sm TGR block,Pf growth 48h,Shiga inhibitor,FBPA Giardia inh,Pf growth 96h,Cycloheximide cs
Cc1ccc(/C=N/Nc2nnc(Cc3ccccc3)c(=O)[nH]2)o1,2%,13%,-6,-12%,u,-1
NC(C(=O)O)c1nn[nH]n1 (stereo not drawn),x,x,7,22%,x,4
COCCNC(=O)C(c1ccc(F)cc1)N(Cc1ccccc1)C(=O)CCC(=O)Nc1nccs1 (stereo not drawn),-10%,-8%,-8,-8%,u,-7
CC(C)N(C(C)C)S(=O)(=O)c1ccc(NC(=O)c2cnccn2)cc1,4%,0%,x,-5%,u,2
COc1cccc(NC(=O)CN(C)C(=O)c2ccc3c(c2)S(=O)(=O)N=C2CCCCCN23)c1,4%,0%,x,x,-2%,x
CC(C)CCSc1cc(NCCO)c([N+](=O)[O-])c2nonc12,2.5µM*,x,-12,u,0%,-6
COc1ccc(-n2nnnc2/C=C/Nc2cc(C(F)(F)F)ccc2OC)cc1,7%,u,-4,-6%,u,1
CC12COC3(C(=O)Nc4ccc(Cl)cn4)CC1CCC32C (stereo not drawn),17%,20%,0,-1%,26%,-2
CCCN(CC(=O)Nc1ccc(F)c(F)c1F)C(=O)c1ccc2c(=O)n3c(nc2c1)CCC3,1%,u,x,x,-14%,x
Cn1cc(/C=C/C(=O)N2CCCC(C(=O)c3cccc(C(F)(F)F)c3)C2)cn1 (stereo not drawn),-14%,5%,2,1%,4.1µM*,-2
Cn1cc(CC(=O)N2CCN(c3ccccc3F)CC2)c2ccccc21,-6%,x,1,-5%,u,-5
COc1ccc(/C=C/C(=O)OCC(=O)Nc2ccc(C)cc2)cc1S(=O)(=O)N1CCOCC1,-12%,1%,11,-3%,-4%,-3
O=C(NCCOc1ccccc1)C1CCC(=O)N(Cc2ccc(Cl)cc2)C1 (stereo not drawn),2%,-1%,20,x,u,1
COc1cc(CNn2c(C)n[nH]c2=S)cc(Cl)c1OCc1ccc(F)cc1,12%,x,-5,u,u,-1
O=C(Nc1cccc(Cl)c1N1CCOCC1)c1cccnc1,-5%,0%,-2,4%,9.3µM*,7
Cc1ccc(C(=O)Oc2ccc(Cl)c3cccnc23)cc1[N+](=O)[O-],11%,13µM*,-3,x,u,10
COc1cccc(/C=C2\SC(N3CCC(C)CC3)=NC2=O)c1OC,3%,u,30,-1%,-1%,13*
CCCCCn1c(CN2CCN(Cc3ccccc3)CC2)nc2c1c(=O)n(C)c(=O)n2C,-20%,8.3µM*,-7,1%,u,-3
COc1cc(OC)cc(C(=O)Nc2ccc(C(=O)NCC3CCCO3)cc2)c1 (stereo not drawn),13%,u,-10,7%,u,-1
O=C(N/N=C/c1c[nH]c2ccccc12)c1cccs1,-7%,78%[activator],94*,-6%,72%[activator],45*
Oc1ccc(Nc2nc(-c3ccccc3)nc3ccccc23)cc1,-3%,-5%,-6,0%,-66%,-2
O=C(Nc1ccccn1)C1CCN(S(=O)(=O)c2ccc3c(c2)OCCCO3)CC1,-3%,u,x,x,u,x
COc1ccc(S(=O)(=O)NCc2ccc(C(=O)N(C)Cc3ccco3)cc2)cc1,-11%,0%,-13,9%,x,1
O=C(/C=C/c1ccco1)NC1CCCC1,4.5µM*,-4%,28,-5%,u,7
COc1ccc(Cl)cc1NS(=O)(=O)c1cccc(C(=O)NCC2(N(C)C)CCCCC2)c1,-4%,u,-12,x,15µM*,3

The final 3 entries of the section before are carried over, then new ones follow:
Compound,Sm TGR block,Pf growth 48h,Shiga inhibitor,FBPA Giardia inh,Pf growth 96h,Cycloheximide cs
COc1ccc(S(=O)(=O)NCc2ccc(C(=O)N(C)Cc3ccco3)cc2)cc1,-11%,0%,-13,9%,x,1
O=C(/C=C/c1ccco1)NC1CCCC1,4.5µM*,-4%,28,-5%,u,7
COc1ccc(Cl)cc1NS(=O)(=O)c1cccc(C(=O)NCC2(N(C)C)CCCCC2)c1,-4%,u,-12,x,15µM*,3
CC1CN=C(NCc2ccc(F)cc2)S1 (stereo not drawn),x,16%,32,2%,86%[activator],21
c1ccc(COc2ccc(CNCc3cccs3)cc2)cc1,5%,38%[activator],56*,-12%,51%[activator],25*
CCCn1c(SCC(=O)NCc2ccc(Cl)cc2)n[nH]c1=O,1%,12%,2,3%,19%,0
COc1ccc(CNC(=O)C2CC(c3ccc(OC)cc3)=NO2)cc1 (stereo not drawn),-24%,-11%,-5,2%,x,-2
CCCCOC(=O)Nc1ccc(N2CCCCC2)cc1,0%,x,94,-17%,127%[activator],43*
O=C(NCC1(N2CCCCC2)CCCCC1)c1ccc(S(=O)(=O)N2CCCC2)cc1,-20%,u,-8,5%,u,-2
Cc1cc(C(=O)Nc2ccccc2C(=O)O)ccc1NC(=O)COc1cccc([N+](=O)[O-])c1,-17%,8%,23,5%,31%[activator],11
O=C(NCc1cccs1)NC1CCCCC1,-9%,53%[activator],-5,2%,6%,0
O=C(Nc1ncc(S(=O)(=O)c2ccc([N+](=O)[O-])cc2)s1)c1cccnc1,28µM*,u,5,19%,u,2
COc1ccc(-c2csc(CCn3nc(C)cc3C)n2)cc1,8%,0%,24,-10%,29%,20*
O=C(O)CP(=O)(O)O,8%,44%&3%[activator],-4,-15%&-3%,u,3
c1cncc(-c2nn[nH]n2)c1,2%,3%,23,12%,-14%,0
CCN(CC)c1nc(C(N)=O)cc(-c2ccccc2)n1,6%,3%,14,-1%,3%,-5
Cc1cc(C(=O)N(C)CC(=O)Nc2cccc(F)c2)no1,7%,-5%,x,x,7%,x
COc1ccc(-n2c(Cc3cccn3C)nnc2SCC(=O)N2CCOCC2)cc1,-18%,1%,-7,1%,-25%,-6
CC(=O)Nc1cc(C(=O)N2CCOCC2)ccc1S(=O)(=O)c1ccc(C)cc1,-15%,21%,-5,6%,15%,-5
CCC1CCCCN1CCCNC(=O)CCCNC(=O)Cn1cnc2sc3c(c2c1=O)CCCC3 (stereo not drawn),-19%,6%,-11,4%,-12%,6
CCn1c(SCC(=O)N2CCCCC2C)nc2c1c(=O)n(C)c(=O)n2C (stereo not drawn),8%,-19%,-7,x,-4%,-2
O=C(N/N=C/c1ccc(Cl)c([N+](=O)[O-])c1)c1cc(-c2ccccc2)nc2ccccc12,1%,u,29,1%,u,5
COc1ccc(-c2nc(C#N)c(N3CCC(C(N)=O)CC3)o2)cc1OC,u,-16%,-9,4%,-23%,0
CCOc1ccc(CCNS(=O)(=O)c2ccc3c(c2)NC(=O)CO3)cc1OCC,-4%,6%,-2,x,41%[activator],-2
O=C(NC(=S)Nc1cc(C(F)(F)F)ccc1N1CCOCC1)c1ccc(-c2cccc(Cl)c2)o1,-12%,22%,-7,-13%,u,12
CNC(=O)CSc1nc2cccnc2n1C1CCCCC1,-7%,6%,5,-8%,u,1
CCCOc1ccc(C=Nc2ccc(OC)c(S(=O)(=O)N3CCOCC3)c2)c(O)c1,-2%,62%[activator],x,x,27%,x
COc1ccc(C(=O)NCC(=O)N/N=C/C(C)=C/c2ccco2)cc1OC,u,-15%,15,u,3%,1

Compound profiles, as listed above:
Record of CC1CN=C(NCc2ccc(F)cc2)S1 (stereo not drawn) = Sm TGR block = x; Pf growth 48h = 16%; Shiga inhibitor = 32; FBPA Giardia inh = 2%; Pf growth 96h = 86%[activator]; Cycloheximide cs = 21
Record of CCCn1c(SCC(=O)NCc2ccc(Cl)cc2)n[nH]c1=O = Sm TGR block = 1%; Pf growth 48h = 12%; Shiga inhibitor = 2; FBPA Giardia inh = 3%; Pf growth 96h = 19%; Cycloheximide cs = 0

Carrying on:
Compound,Sm TGR block,Pf growth 48h,Shiga inhibitor,FBPA Giardia inh,Pf growth 96h,Cycloheximide cs
Cc1ccc(C(=O)CSc2nc(-c3ccccc3)cc(=O)[nH]2)cc1,10%,u,-7,14%,-5%,-1
COc1cc(N2CCCC2)ccc1C=O,0%,16%,-5,-6%,u,-4
CC(C)CCOc1ccc(C2(C)NC(=O)N(CN3CCOCC3)C2=O)cc1 (stereo not drawn),-13%,17%,39,-2%,15%[5.75 µM],8
NS(=O)(=O)c1ccc(NC(=O)COC(=O)Cc2ccc(Cl)cc2)cc1,-6%,-15%,4,1%,61%[activator],8
COc1ccc(N(C(=O)c2ccccc2OC(C)=O)C(C)C2CC2)cc1 (stereo not drawn),-28%,-28%,-4,28%,-32%,-1
COc1ccc(OC)c(NC(=O)c2sc3nc(Cc4ccccc4)cc(C(F)(F)F)c3c2N)c1,u,11%,-14,3%,x,-4
CC(C)c1ccc(NC(=O)c2ccccc2NC(=O)C2CC=CCC2C(=O)O)cc1 (stereo not drawn),7%,3%,60*,x,-4%,33*
CC1Oc2ccccc2C=C1C1/C(=C(/O)c2ccccc2)C(=O)C(=O)N1CCCN(C)C (stereo not drawn),-30%,14%,6,5%,28%,1
CC1(C)CC(NS(=O)(=O)c2cccc3ccccc23)CC(C)(C)N1,-3%,-23%,-17,x,-13%,-1
CCCC(NC(=O)C(C)Sc1nnnn1C1CC1)c1ccccc1 (stereo not drawn),-2%,-7%,x,x,-23%,x
COc1cc2ccccc2nn1,1%,-7%,9,3%,0%,-2
Cc1ccc(N(C(=O)c2sc(C)nc2C)C(C(=O)NC(C)(C)C)c2ccncc2)cc1 (stereo not drawn),28%,-12%,43,1%,u,5
COC(=O)C1=C(C)NC(=O)NC1c1ccc(OCC(=O)N2CCCCC2)cc1 (stereo not drawn),-7%,0%,-6,0%,u,-4
O=C(c1ccccc1S(=O)(=O)NCc1ccccc1)N1CCCC1,5%,x,49,2%,15µM*,11
CC(OC(=O)c1ccc2c(c1)OCCO2)C(=O)c1ccccc1 (stereo not drawn),-3%,96%[activator],x,x,148%[activator],x
Cc1ccc(C)c(N=Cc2ccc(-c3ccc([N+](=O)[O-])cc3)o2)c1,-8%,u,19,-4%,u,-1

Screening results from PubChem BioAssay.
